Assay outcomes: PubChem, National Center for Advancing Translational Sciences (NCATS)
AID inh – blocks human AID cytidine deaminase activity; Potency, µM (titrated, usually from 115 µM), inactives show at the top dose activity change, negative = inhibition, usual class: inhibitors; AID deamination FRET fluorescence, UDG-coupled, 4 h; Q9GZX7; actives 0.32% (n = 91,000); further: nearly all actives have a fitted effect of over 25% in size
Target sequence (Q9GZX7 whole entry, looked up): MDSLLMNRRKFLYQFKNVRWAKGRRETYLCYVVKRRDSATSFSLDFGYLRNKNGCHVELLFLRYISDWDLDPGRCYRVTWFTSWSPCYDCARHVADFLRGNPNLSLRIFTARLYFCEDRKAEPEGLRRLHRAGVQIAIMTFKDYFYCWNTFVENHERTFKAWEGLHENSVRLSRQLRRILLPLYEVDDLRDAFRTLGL
UDG counterscr – UDG inhibition counter-screen; FRET deamination/UDG coupled assay, UDG read, 4 h; Potency, µM (highest dose often 115 µM), for the others: at the top dose activity change, negative = inhibition, hits mostly inhibitors; actives 0.14% (n = 91,000); further: nearly all actives have a fitted effect of over 65% in size
Active calls of the source: *; ? = inconclusive; [ ] = another dose, or the depositor's remark. The call rests on the fitted dose curve; in most records, active means well fitted curve in the direction sought with a large enough effect; inconclusive means small, poorly fitted or top-dose-only effect, or another doubt; inactive means no such curve, though single readings can be large; an effect the other way counts as inactive or inconclusive. On the % scale 0 is the no-effect control and ±100 the full control effect; potency means the concentration at half of the fitted maximal effect. These rows are one share of the data; count on the stated rates, not on these rows.

Every second line gives: AID inh	UDG counterscr
1. COc1ccccc1NC(=O)CSC1=Nc2ccccc2C2=NC(CC(=O)NCc3cccs3)C(=O)N12 (stereo not given)
→ ?	?
2. Cc1ccc(N2CC(C(=O)NCCS(=O)(=O)N3CCN(c4ccccc4F)CC3)CC2=O)cc1 (stereo not given)
→ 8%	-1%
3. COc1ccc2c(C)c(CC(=O)Nc3ccc4c(c3)OCCO4)c(=O)oc2c1
→ -8%	12%
4. COc1ccccc1N1CCN(Cc2nc(-c3cc(OC)c(OC)c(OC)c3)no2)CC1
→ ?	-13%
5. COC(=O)C1=C(C)OC(N)=C(C#N)C1c1ccc2c(c1)OCO2 (stereo not given)
→ -6%	-9%
6. COc1ccc(Cl)c2sc(NC(=O)c3ccc(S(=O)(=O)N4CCCC4)cc3)nc12
→ -1%	-6%
7. COc1ccc(-n2c3c(cc(-c4nc(-c5ccc(Cl)cc5)cs4)c2=O)C(=O)CC(C)(C)C3)cc1
→ 3%	11%
8. O=C(Cn1cnc(S(=O)(=O)N2CCOCC2)c1)Nc1ccc(F)cc1F
→ -1%	10%
9. COc1cc([C@H]2[C@@H]3CCCC[C@]3(O)CCN2Cc2ccccc2F)ccc1O
→ 10%	1%
10. COCCn1c(C)cc(C(=O)COC(=O)c2c(C)nn(Cc3ccccc3)c2Cl)c1C
→ -7%	-7%
11. O=C(CCNC(=O)C1CCCC1)NC1CCCCCC1
→ -1%	-10%
12. CCOc1cc(-c2ccc(OC(=O)c3ccccc3)c(OC)c2)cc(=O)c2c(C)oc(C)c12
→ -17%	-3%
13. COc1ccc(NC(=O)c2n[nH]c3ccccc23)cc1S(=O)(=O)Nc1ccccc1Cl
→ -4%	-7%
14. O=C(NCc1coc(-c2cccs2)n1)c1cccc(I)c1
→ -12%	-5%
15. c1csc(CNC2C3CC4CC(C3)CC2C4)c1 (stereo not given)
→ -11%	-10%

Quoted at random: 2 entries already listed.
Every second line gives: AID inh	UDG counterscr
13. COc1ccc(NC(=O)c2n[nH]c3ccccc23)cc1S(=O)(=O)Nc1ccccc1Cl
→ -4%	-7%
14. O=C(NCc1coc(-c2cccs2)n1)c1cccc(I)c1
→ -12%	-5%

Further entries follow:
Every second line gives: AID inh	UDG counterscr
16. COCCn1c(SCc2ccc(Cl)cc2Cl)nnc1-c1ccncc1
→ 0%	15%
17. O=C(CSc1oc(-c2ccccc2)nc1S(=O)(=O)c1ccc(Cl)cc1)Nc1ccc(F)cc1
→ 7%	-8%
18. CC(=O)c1ccc(OC(=O)C23CC4CC(CC(Cl)(C4)C2)C3)cc1
→ -1%	-3%
19. COC(=O)c1sccc1S(=O)(=O)N(CC(=O)NCc1ccc(F)cc1)c1ccccc1
→ 6%	-10%
20. CCN(CC)c1ccc(-c2nc(-c3ccccc3C)no2)cc1[N+](=O)[O-]
→ -28%	?
21. Cc1csc(CNC(=O)N(C)Cc2ccc3c(c2)OCO3)n1
→ 2%	1%
22. CCN1CCN(CCNC(=O)COCc2cc(-c3cccs3)on2)CC1
→ 4%	5%
23. COc1cccc(N2CCN(C(=O)c3ccc(C)c(NC(=O)c4nsc5ccccc45)c3)CC2)c1
→ 7%	-2%
24. Cc1ccc2c(CN3CCN(c4cccc(Cl)c4)CC3)cc(=O)oc2c1
→ -5%	-4%
25. COc1ccc(S(=O)(=O)N2CCC(c3nnnn3-c3ccccc3)CC2)cc1OC
→ -30%	-9%
26. Cc1ccc(-c2nc(CS(=O)(=O)CC(=O)N3CCN(c4cccc(C)c4C)CC3)c(C)o2)cc1
→ 12%	6%
27. COc1ccc(Cl)cc1NC(=O)CCn1c(=O)oc2ccccc21
→ -11%	-5%
28. CCOC(=O)NNC(=O)c1ccc(CC)cc1
→ 5%	4%
29. c1ccc(COc2ccc(Oc3cc(-c4nc5ccccc5s4)c4ccccc4n3)cc2)cc1
→ -2%	-8%
30. Cc1oc(-c2ccc(C(=O)NCc3cccc(F)c3)cc2)nc1COc1ccccc1
→ 0%	13%
31. Cc1ccc(CNC(=O)CCCn2ccc3cc(S(=O)(=O)N4CCCC4)ccc32)o1
→ -22%	?
32. O=C(O)c1cc(-c2ccccc2F)no1
→ 6%	-2%
33. COc1ccc(NC(=O)CN2C(=O)C3(SCC(=O)N3c3ccccc3)c3ccccc32)cc1Cl (stereo not given)
→ 4%	2%
34. CC(C)NC(=O)NC(=O)CN(C)Cc1cccc(C#N)c1
→ -5%	5%
35. COCCOc1ccc(C(=O)NC(C)(C)C)cc1Br
→ 4%	6%
36. Cc1cnc2c(S(=O)(=O)NC3CCCCNC3=O)cccc2c1 (stereo not given)
→ -2%	3%
37. COCCn1c(=O)[nH]c(=O)c2c3c(cnc21)C(=O)CC(c1ccco1)C3 (stereo not given)
→ 56%[activator]	-6%
38. Cc1oc(-c2ccccc2F)nc1CSCC(=O)NCc1ccccc1
→ -21%	-13%
39. Cc1ccc(C)c(NC(=O)C2CCN(c3nn4c(=O)cc(C)nc4s3)CC2)c1
→ 10%	-5%
40. NC(N)=NC(=O)c1nc(Cl)c(N2CCCCCC2)nc1N
→ -17%	-3%
41. O=C(CCNc1cccc(Br)c1)c1cc2ccccc2o1
→ -2%	-8%
42. CCCOc1ccc(CNC(=O)Cn2cc3c(n2)-c2c(oc(C(=O)N4CCOCC4)c2C)CC3)cc1
→ ?	?
43. Cc1ccc(C)c(NC(=O)c2cc(S(=O)(=O)NCCC3=CCCCC3)ccc2F)c1
→ 12%	-4%
44. CCOc1ccc(CNC(=O)c2ccc3nc(CC)c(CC)nc3c2)cc1
→ -1%	8%
45. O=C(Cc1ccc(-c2ccccc2)cc1)NCCS(=O)(=O)N1CCN(c2cccc(Cl)c2)CC1
→ -17%	-7%
46. CCOC(=O)Cn1c(=O)n(C2CCCCC2)c2nc(-c3cccc(C)c3)nc(C(N)=O)c21
→ 16%	-5%
47. CCn1cc(C(=O)NCc2ccccc2)c(=O)c2cc(S(=O)(=O)N3CCc4ccccc4C3)ccc21
→ -28%	-8%
48. COc1cc(CNC(=O)c2ccc3c(c2)NC(=O)CS3)ccc1OCc1ccccc1
→ -5%	-10%
49. CCOc1ccc(CCC2CCN(C(=O)Nc3ccccc3)CC2)cc1
→ -14%	-3%
50. CCOC(=O)c1cnc2nc(NCc3ccc(OCC)cc3)[nH]n2c1=O
→ 19%	-2%
51. COc1ccc(-c2nc(CS(=O)(=O)CC(=O)NCc3ccccc3OC)c(C)o2)cc1
→ 1%	0%
52. CCOc1ccc(C(=O)Nc2ccc3nc(SCC(=O)N(C)c4ccccc4)sc3c2)cc1
→ -12%	2%
53. Cc1ccc(NC(=O)Cn2c(=O)n(-c3ccccc3)c(=O)c3ccc(C(=O)NCc4ccc5c(c4)OCO5)cc32)c(C)c1
→ 14%	-8%
54. CCOc1ccc(CCNC(=O)c2nnc(Cc3ccc(Cl)cc3Cl)o2)cc1OCC
→ 10%	6%
55. CCn1c(CC(=O)Nc2ccc(F)cc2)nnc1SCC(=O)Nc1ccc2ccccc2c1
→ 0%	-7%
56. CCOCCc1nnc(NC(=O)C(=O)c2cc(C)n(-c3ccc(C)c(C)c3)c2C)s1
→ -26%	1%
57. O=[N+]([O-])c1cc(S(=O)(=O)Nc2ccccc2)ccc1N/N=C/c1sc(Nc2ccccc2)nc1Cl
→ -14%	-12%
58. COc1ccc(-c2nn(-c3ccccc3)cc2C2=NN(S(C)(=O)=O)C(c3ccccc3)C2)cc1 (stereo not given)
→ 190%[activator]	-4%
59. FC(F)(F)c1cn2cc(Cl)ccc2n1
→ -2%	-3%
60. Fc1ccccc1-n1c(C23CC4CC(CC(C4)C2)C3)n[nH]c1=S
→ -6%	2%

Results in sequence from above.
UDG counterscr for nos. 50–58, in order: -2%, 0%, 2%, -8%, 6%, -7%, 1%, -12%, -4%
AID inh for nos. 50–58, in order: 19%, 1%, -12%, 14%, 10%, 0%, -26%, -14%, 190%[activator]

Further records
Every second line gives: AID inh	UDG counterscr
61. CC(C)(C)NC(=O)CSc1ncc(-c2ccc(F)cc2)o1
→ -2%	9%
62. CN(C(=O)CSc1nnc(-c2ccc([N+](=O)[O-])cc2)o1)C1CCCCC1
→ 2%	?
63. COc1ccc(Cn2c(=O)c3oc4ccccc4c3n(Cc3ccc(Cl)cc3)c2=O)cc1
→ 4%	-8%[57.5 µM]
64. CCOC(=O)c1c(S(=O)(=O)N2CCCC(C(=O)NCc3cccc(OC)c3)C2)c(C)n(C)c1C (stereo not given)
→ 11%	0%
65. O=C(CCn1ccc2cc(S(=O)(=O)N3CCCC3)ccc21)NCc1ccccc1Br
→ -13%	-12%
66. Fc1ccc(NCc2cccn2-c2nnc(N3CCOCC3)s2)cc1
→ 23%	1%
67. COc1cc(Cl)c(C)cc1NC(=O)c1cn(C2CCCC2)c(=O)c2c1c1ccccc1n2C
→ 3%	2%
68. COc1cc(CN(C(=O)c2cccc(Cl)c2)c2ccccn2)cc(OC)c1OC
→ 3%	18%
69. CCOC(=O)c1cc(CC)sc1NC(=O)Cn1nnc(-c2ccccc2)n1
→ -1%	2%
70. Cc1ccccc1NC(=O)CSc1nnc(C)n1-n1cccc1
→ 0%	7%
71. CCc1ccc2nc(N(Cc3cccnc3)C(=O)Cc3ccccc3)sc2c1
→ -8%	-9%
72. CCOC(=O)c1cccc(NC(=O)CCSCCc2ccccn2)c1
→ 11%	0%
73. CCCOc1ccc(/C=C/C(=O)Nc2cc(C(C)(C)C)ccc2OC)cc1OC
→ ?	-17%
74. CC(C)CC(=O)NCC1CC2c3ccccc3C1c1ccccc12 (stereo not given)
→ -2%	-8%
75. Cc1ccc(NC(=O)C(C)n2nnc3sc4c(c3c2=O)CCCC4)cc1Cl (stereo not given)
→ -14%	21%

Whole records, quoted from the list.
CCOC(=O)c1cccc(NC(=O)CCSCCc2ccccn2)c1 is entered as AID inh: 11%; UDG counterscr: 0%
CCc1ccc2nc(N(Cc3cccnc3)C(=O)Cc3ccccc3)sc2c1 is entered as AID inh: -8%; UDG counterscr: -9%

The listing picks up, starting three compounds before the break.
Every second line gives: AID inh	UDG counterscr
73. CCCOc1ccc(/C=C/C(=O)Nc2cc(C(C)(C)C)ccc2OC)cc1OC
→ ?	-17%
74. CC(C)CC(=O)NCC1CC2c3ccccc3C1c1ccccc12 (stereo not given)
→ -2%	-8%
75. Cc1ccc(NC(=O)C(C)n2nnc3sc4c(c3c2=O)CCCC4)cc1Cl (stereo not given)
→ -14%	21%
76. CCCNC(=O)Cn1ccc2cc(S(=O)(=O)N3CCCCC3)ccc21
→ -4%	19%
77. Cc1ccc(N2CC(NC(=O)c3ccc(S(=O)(=O)N4CCCC4)cc3)CC2=O)cc1C (stereo not given)
→ -8%	5%
78. O=C(Nc1ccc2c(c1)OCCO2)c1ccc(CN2CCOCC2)cc1
→ -2%	2%
79. Ic1ccc(SN(Cc2ccco2)Sc2ccc(I)cc2)cc1
→ 3%	0%
80. COc1ccccc1CNC(=O)CN(C)c1nn2c(=O)cc(C)nc2s1
→ 9%	1%
81. Cc1c(C2=CCN(S(=O)(=O)c3ccc(Cl)cc3)CC2)c2ccccc2n1CC(=O)N1CCCC1
→ 53%[activator]	-9%
82. FC(F)Sc1ccc(NC(=S)NCCCc2ccccc2)cc1
→ -5%	3%
83. COc1ccc(OC)c(/C=C2\Oc3cc(OC(=O)c4ccc(C(C)(C)C)cc4)ccc3C2=O)c1
→ 3%	0%
84. CCOC(=O)CSc1nc2sc3c(c2c(=O)n1CC)CCCC3
→ 12%	-21%
85. O=C(Cn1c(=O)n(Cc2ccc3c(c2)OCO3)c(=O)c2oc3ccccc3c21)Nc1ccc(F)cc1
→ 4%	11%
86. O=C(NCCc1cccnc1)c1ccc2c(c1)CCC2
→ 18%	-7%
87. COc1ccccc1N1CCN(c2nccnc2SCC(=O)Nc2cc(Cl)ccc2C)CC1
→ -10%	-10%
88. COc1cccc(COc2ccc3c(C)cc(=O)oc3c2)c1
→ -13%	-6%
